# Source: PubChem
# D1 antagonist: Antagonist of Human D 1 Dopamine Receptor: qHTS. hit rate 3.2% among 360,000. activity change, negative = inhibition, % at 10 µM. D(1A) dopamine receptor (Homo sapiens), P21728. HEK293 TREx D1 cells, calcium flux, dopamine EC80; stronger effect = lower value. AID 504652, 2011; in the data active = activity change below about -30%; also: % is scaled to controls: 0 for no effect and ±100 for the full control effect
#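 Tetracycline-induced HEK293 T-REx cells with force-coupled D1 receptor were loaded with a no-wash calcium dye. Compound was added after a 10 s baseline and read kinetically for 180 s; EC80 dopamine was then added and calcium flux followed another 180 s.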
# RXFP1 agonist: qHTS Assay for Agonists of the Relaxin Receptor RXFP1. Relaxin receptor 1 (Homo sapiens), Q9HBX9. hit rate 0.3% among 370,000. Potency, µM (top dose mostly 57.5 µM), for inactives: at the top dose activation, usual class: activators. HEK293T-RXFP1 cAMP TR-FRET, 30 min; response scale: percent of porcine relaxin response, buffer zero; also: potency is read from the fitted curve at half-maximal effect; % is scaled to controls: 0 for no effect and ±100 for the full control effect; nearly all actives have a fitted effect of over 60% in size; many of its hits are not listed in these tables
#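 HEK293T cells stably expressing RXFP1 were pretreated with the PDE4 inhibitor Ro 20174, exposed to compounds for 30 min at 37C, lysed, and cAMP was read by TR-FRET. Data normalized to buffer (basal) and 29 nM porcine relaxin (100%).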
# D1 ag: Allosteric Agonists of the Human D1 Dopamine Receptor: qHTS. D(1A) dopamine receptor (Homo sapiens), P21728. HEK293 T-REx D1 cells, calcium flux, agonist mode. activation, % at 2 µM. hit rate 1% among 360,000; in the data active = activation above about 30%; also: 0% is about no effect
#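 Tetracycline-induced HEK293 TREx D1 cells, force-coupled to calcium signalling, were dye-loaded with a no-wash calcium kit. Compound was pin-added after a 10 s baseline. Fluorescence was read kinetically at 1 cycle/s for 180 s, with calcium rises flagged as agonism.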
# Vif-APOBEC3G blk: qHTS for Inhibitors of Vif-A3G Interactions: qHTS. DNA dC->dU-editing enzyme APOBEC-3G (Homo sapiens), Q9HC16. HeLa A3G-eYFP + Vif (tagged APOBEC3G with the HIV-1 protein that degrades it), YFP fluorescence, overnight. Potency, µM (series often up to 46.1 µM), for the others: top-dose activity, negative = active, actives largely listed as inhibitors. hit rate 0.076% among 410,000;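 also: potency is read from the fitted curve at half-maximal effect; % is scaled to controls: 0 for no effect and ±100 for the full control effect; nearly all actives have a fitted effect of over 60% in size; hits raise eYFP signal because A3G escapes Vif-driven loss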
# Target sequence (Q9HC16 whole entry, looked up): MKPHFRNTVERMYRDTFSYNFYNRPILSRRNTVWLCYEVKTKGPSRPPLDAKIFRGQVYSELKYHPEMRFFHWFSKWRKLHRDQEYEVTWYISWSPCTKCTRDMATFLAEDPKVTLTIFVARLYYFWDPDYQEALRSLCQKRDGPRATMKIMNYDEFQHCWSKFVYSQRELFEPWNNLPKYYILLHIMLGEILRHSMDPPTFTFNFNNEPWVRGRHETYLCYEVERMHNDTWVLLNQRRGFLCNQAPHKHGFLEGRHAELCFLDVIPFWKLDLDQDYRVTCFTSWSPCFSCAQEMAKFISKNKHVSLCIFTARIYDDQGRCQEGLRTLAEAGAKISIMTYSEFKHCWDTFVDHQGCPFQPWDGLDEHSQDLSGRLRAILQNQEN
#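 HeLa cells stably expressing Vif and C-terminally eYFP-tagged A3G, seeded overnight at 37 deg C, then exposed to compound by pintool overnight at 37 deg C. Rise in yellow fluorescence (Ex 488/Em 500-530, Acumen) marks blocked Vif-driven A3G degradation.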
# RXFP1 antag: qHTS Assay for Antagonists of the Relaxin Receptor RXFP1; hit rate 0.59% among 350,000; AID 1259400, 2018; activity change, negative = inhibition, % at 57.5 µM; HEK293-RXFP1, relaxin-stimulated cAMP HTRF, 30 min; stronger effect = lower value;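 active = activity change of -60% or lower, but not beyond a set lower limit; inconclusive = change between -60% and -40%, or beyond the set limit; inactive = change above -40%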; also: % is scaled to controls: 0 for no effect and ±100 for the full control effect
# GRP78 ERSR act: qHTS for Inducers of the Endoplasmic Reticulum Stress Response (ERSR) in Human Glioma: qHTS; U87-MG GRP78 promoter luciferase reporter, 16 h; Potency, µM, inactives show at the highest dose activation, most hits filed as activators; hit rate 0.02% among 420,000; also: potency is read from the fitted curve at half-maximal effect; series mostly up to about 76 µM; % of control where 0% means no effect; nearly all actives have a fitted effect of over 35% in size
#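 Stably transfected U87-MG human glioma cells carrying a GRP78-based luminescent sensor were seeded at 1000 cells/well, pin-dosed with compounds and incubated 16 h. Luciferase reagent was then added, and end-point luminescence was read after 10 min at room temperature.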
# D2 potentiator: HTS Assay for Positive Allosteric Modulators of the Human D2 Dopamine Receptor: Primary Screen for Potentiators; hit rate 0.34% among 340,000; HEK293 T-REx D2, calcium flux, EC20 dopamine potentiation; potentiation, % at 10 µM; D(2) dopamine receptor (Homo sapiens), P14416;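 active = potentiation over 3 SD above the plate norm, cut at about 30% in these data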; also: 0% is about no effect
# Target sequence (P14416 whole entry, looked up): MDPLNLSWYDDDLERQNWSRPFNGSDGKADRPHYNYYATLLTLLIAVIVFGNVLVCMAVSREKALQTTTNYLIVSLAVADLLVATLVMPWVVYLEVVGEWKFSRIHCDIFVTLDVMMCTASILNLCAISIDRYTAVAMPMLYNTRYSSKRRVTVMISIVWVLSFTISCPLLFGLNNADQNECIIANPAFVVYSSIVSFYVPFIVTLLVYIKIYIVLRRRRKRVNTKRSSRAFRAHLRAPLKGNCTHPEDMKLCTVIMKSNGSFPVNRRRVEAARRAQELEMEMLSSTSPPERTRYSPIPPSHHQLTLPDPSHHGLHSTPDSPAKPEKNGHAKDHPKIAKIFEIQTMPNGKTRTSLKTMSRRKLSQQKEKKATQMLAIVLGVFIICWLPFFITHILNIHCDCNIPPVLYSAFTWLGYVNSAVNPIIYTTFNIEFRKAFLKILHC
#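 Tetracycline-induced HEK293 T-REx cells force-coupled to calcium signalling expressed D2; compounds were pin-added after a 10 s baseline, read kinetically 180 s, then an EC20 dopamine challenge followed with a further 180 s calcium read.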
# Vif-A3F inh: qHTS for Inhibitors of Vif-A3F Interactions: qHTS; HeLa A3F-eYFP + Vif (tagged APOBEC3F with the HIV-1 protein that degrades it), YFP fluorescence increase; Potency, µM (series often up to 46.1 µM), without a hit: at the highest dose activity, negative = active; hit rate 0.2% among 390,000; AID 602313, 2012; also: potency is read from the fitted curve at half-maximal effect; % of control where 0% means no effect; nearly all actives have a fitted effect of over 65% in size
#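 Fluorescence increase (Ex 488/Em 500-530) after overnight compound treatment at 37 deg C flags inhibition of Vif-driven A3F-eYFP loss in stable HeLa A3F-eYFP/Vif cells seeded overnight beforehand.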
# D1 potentiator: Potentiators of Human D1 Dopamine Receptor: qHTS | hit rate 0.036% among 360,000 | HEK293 TREx D1 cells, calcium flux, dopamine EC20 potentiation | AID 504651, 2011 | potentiation, % at 10 µM; in the data active = potentiation above about 30%; also: 0% is about no effect
# Starred values were filed as active, the others as inactive; ? = inconclusive; · = not tested or not shown. Unless noted, calls follow the shape of the dose curve; as a rule, active = well fitted curve in the direction sought with a large enough effect; inconclusive = small, poorly fitted or top-dose-only effect, or another doubt; inactive = no such curve, though single readings can be large; an effect the other way counts as inactive or inconclusive. Not all compounds are listed; count on the stated rates, not on these rows.
mol	D1 antagonist	RXFP1 agonist	D1 ag	Vif-APOBEC3G blk	RXFP1 antag	GRP78 ERSR act	D2 potentiator	Vif-A3F inh	D1 potentiator
CCOC(=O)C1=C(CSc2nnnn2C)N(C)C(=O)NC1c1ccccc1 (centres undefined)	12	0.3%	-1	0%	1	-4%	-10	2%	-3
COc1ccc(S(=O)(=O)N2CCCC2CNC(=O)C(=O)NCc2ccc3c(c2)OCO3)cc1 (centres undefined)	-8	0.1%	5	-6%	21	-6%	1	-26%	1
CC(=O)c1cccc(-n2nnnc2SCC(=O)NNC(=O)C(C)C)c1	-10	-0.3%	4	-3%	9	-3%	1	0%	-2
O=c1c2cc(-c3ccccc3)sc2ncn1/N=C/c1ccco1	-33*	2.6%	1	-6%	-4	2%	-6	-2%	-5
Fc1ccc(CN2CCN3CCCC3C2C2CCCCC2)cc1F (centres undefined)	4	0.5%	2	-4%	-8	-6%	-19	-6%	3
Cc1cn2c(=O)cc(COC(=O)C(C)Oc3ccccc3)nc2s1 (centres undefined)	-9	10%	6	1%	·	-2%	7	-4%	-4
O=C(O)c1ccn2c(C(=O)c3ccccc3)c(-c3ccccc3)cc2c1	-1	1.1%	0	-23%	-10	0%	2	-2%	0
COc1nccnc1NS(=O)(=O)c1ccc(NCc2ccccc2O)cc1	3	-0.1%	3	1%	-10	0%	-2	3%	-7
COCCN(CCOC)S(=O)(=O)c1ccc(C(=O)Nc2sc3c(c2C(N)=O)CCCCC3)cc1	4	0.3%	2	0%	·	3%	-3	5%	-1
CSc1ccc(CN(C)CC(=O)NCc2ccccc2)cc1	-23	0.8%	2	-4%	-14	-1%	-5	-11%	-8

# Remaining list, next part.
mol	D1 antagonist	RXFP1 agonist	D1 ag	Vif-APOBEC3G blk	RXFP1 antag	GRP78 ERSR act	D2 potentiator	Vif-A3F inh	D1 potentiator
COc1ccc(-n2nc(C(=O)NCC(=O)N(C)Cc3ccccc3)c3ccccc3c2=O)c(OC)c1	-5	0.1%	3	-1%	-4	-5%	·	-13%	-3
CCOC(=O)C1(Cc2ccccc2C)CCCN(C(=O)c2ccccn2)C1 (centres undefined)	-15	1.3%	1	-6%	-3	2%	-11	-23%	-6
O=C(Nc1cccc(C(=O)O)c1)/C(=C\c1ccccc1)NC(=O)c1ccco1	·	·	·	-1%	-3	-3%	·	1%	·
Cc1sc2ncnc(N3CCC(C(=O)N(C)CC(=O)Nc4cccc(F)c4)CC3)c2c1C	·	·	·	-5%	1	-5%	·	-5%	·
O=C(Cc1cccc(C(F)(F)F)c1)OCC(=O)N1CCN(S(=O)(=O)c2ccc(Cl)cc2)CC1	3	0.9%	14	0%	9	0%	-7	7%	1
CCN(C(=O)CSc1nnc(Cc2ccccc2F)n1N)C1CCS(=O)(=O)C1 (centres undefined)	1	-1.3%	0	1%	-6	-1%	-1	6%	-4
O=C1CCCCCN1CP(=O)(O)CCc1ccccc1	-4	2.1%	3	-1%	5	13%	10	-3%	11
COCC1CCN(C(=O)CC2C(=O)NCCN2Cc2cccc(Oc3ccccc3)c2)CC1 (centres undefined)	-3	-1.3%	3	4%	-1	-1%	14	2%	-1
Cc1cc[n+]2cc(-c3cccc([N+](=O)[O-])c3)c(-c3cccc([N+](=O)[O-])c3)cc2c1	7	?	3	3%	·	-2%	-2	-28%	-1
Cc1ccc(C)c(N2CCN(C3CCCCC3NS(=O)(=O)c3ccccc3)CC2)c1 (centres undefined)	22	3.7%	3	0%	14	-8%	7	-2%	4

# Continuation:
mol	D1 antagonist	RXFP1 agonist	D1 ag	Vif-APOBEC3G blk	RXFP1 antag	GRP78 ERSR act	D2 potentiator	Vif-A3F inh	D1 potentiator
O=C(c1ccco1)N1CCC(c2nc(-c3ccc(F)cc3)no2)CC1	-19	-0.1%	10	-4%	-2	-4%	-1	-13%	1
Cc1cc(C)cc(-n2ncc3c2CCCC3NC(=O)CCN2Cc3ccccc3C2=O)c1 (centres undefined)	-3	0.0%	0	-2%	10	-4%	-2	6%	1
CCOc1ccc2nc(NC(=O)CSc3nc(SC)ns3)sc2c1	-3	2.9%	4	1%	-11	2%	5	-4%	15
Cc1ccc(CCC(=O)Nc2ccc([N+](=O)[O-])cc2Cl)o1	1	0.0%	1	1%	-4	-1%	-7	1%	-10
CCCc1nnc(NC(=S)Nc2ccccc2)s1	-3	?	2	-3%	-29	1%	3	-1%	-6
CN(C)c1ccc(/C=N/N2CCN(Cc3ccccc3Cl)CC2)cc1	-4	-0.4%	2	-8%	1	4%	-9	6%	-5
COc1cc(NC(=O)NCCn2nnc3cc(S(=O)(=O)N(C)C)ccc32)cc(OC)c1OC	8	2.9%	1	2%	·	-3%	4	10%	0
COc1ccc(-c2nnc(SCC(=O)Nc3ccc(C(C)C)cc3)nc2-c2ccc(OC)c(OC)c2)cc1OC	-20	0.9%	1	-4%	-22	-3%	10	-12%	-2
Cc1ccc(C)c(NC2=C(Cl)C(=O)OC2OC(C)C)c1 (centres undefined)	-1	1.7%	0	0%	5	-1%	-1	-4%	-2
CC1(C)c2cc(O)ccc2OC1N1CCOCC1 (centres undefined)	6	3.8%	1	-1%	6	-1%	-4	-36%	-2

# Continuation:
mol	D1 antagonist	RXFP1 agonist	D1 ag	Vif-APOBEC3G blk	RXFP1 antag	GRP78 ERSR act	D2 potentiator	Vif-A3F inh	D1 potentiator
Cn1cc(Cl)cc(C(=O)Nc2ccccc2)c1=O	1	3.7%	2	-1%	2	1%	-9	0%	8
CN(C)C(=O)Nc1cnc2ccccc2c1	-12	0.3%	1	4%	0	1%	11	2%	0
CCc1nnc(NC(=O)CSc2nc(-c3ccccc3)cc(-c3ccc(F)cc3)c2C#N)s1	3	11%	28	-12%	24	-2%	19	-8%	-3
COc1ccc(N(CC(=O)NC(C)C)C(=O)CCC(=O)Nc2ccccn2)cc1	-8	-0.8%	-1	1%	-10	-5%	3	-4%	8
CCCCCCOC(=O)C(C#N)c1nc2ccccc2nc1N1CCN(CC)CC1 (centres undefined)	2	2.3%	2	-8%	1	-1%	0	-1%	2
Cc1ccccc1C(=O)Nc1nnc(-c2ccco2)o1	-4	0.0%	3	3%	-17	-7%	11	?	8
CC(NC(=O)CN(C1CCCCC1)S(C)(=O)=O)c1ccccc1 (centres undefined)	0	1.4%	0	1%	-4	-5%	-14	3%	-2
COc1ccc2c(c1)c(=O)c(C(=O)c1ccccc1)cn2Cc1ccccc1	9	0.2%	-1	-30%	-12	-6%	5	-1%	7
Cc1cc(Cl)ccc1OCC(=O)NNC(=O)c1cnccn1	0	4.0%	4	-7%	?	6%	-1	3%	-1
COc1ccc(OC)c(/C=N/NC(=O)CNC(=O)c2ccc(S(=O)(=O)N3CCCC3)cc2)c1	-12	0.8%	0	0%	10	-4%	-12	-15%	1

# Next compounds follow.
mol	D1 antagonist	RXFP1 agonist	D1 ag	Vif-APOBEC3G blk	RXFP1 antag	GRP78 ERSR act	D2 potentiator	Vif-A3F inh	D1 potentiator
COc1ccc2c(c1OC)CN(C)CCc1cc3c(cc1C(=O)C2)OCO3	0	0.5%	2	0%	-24	0%	-1	4%	0
CC(C)N(Cc1nc(-c2ccc(Cl)cc2)no1)C(=O)c1ccc(C(C)(C)C)cc1	4	-0.1%	5	1%	·	-2%	1	-2%	-1
COc1ccc(N2CCN(C(=O)c3cccc(Br)c3)CC2)c([N+](=O)[O-])c1	-2	-0.2%	6	1%	4	-4%	-7	1%	-5
COc1cccc(OC)c1NC(=O)CN1CCC(NC(=O)c2cccc(F)c2)CC1	7	0.0%	1	0%	-8	-5%	11	-7%	-2
Cc1ccccc1C(=O)NC1CCN(C(=O)Nc2ccccc2Cl)CC1	-15	0.3%	2	-2%	-7	-5%	7	-9%	-9
Cn1c(=O)c(=O)n(C)c2cc(S(=O)(=O)CCC(=O)N3CCOCC3)ccc21	10	14%	4	-2%	·	-3%	-1	-3%	1
COc1ccc(-n2c(=S)[nH]c3cc(C(=O)NCCCN4CCOCC4)ccc3c2=O)cc1	-4	-3.9%	0	3%	0	-5%	2	2%	-1
Cc1nn(C)c(C)c1CN(C)C(=O)C1(C)CC1(Br)Br (centres undefined)	6	3.4%	3	0%	-8	-6%	-1	-1%	-3
Cc1[nH]c2ccc(CNS(=O)(=O)c3ccc(S(=O)(=O)N4CCOCC4)cc3)cc2c1C	-7	0.1%	4	0%	-24	-4%	1	-3%	3
COc1ccc(S(=O)(=O)Nc2ccc3c(c2)C(=O)N([C@H](C)CO)C[C@H](C)[C@@H](CN(C)C(=O)Nc2c(C)noc2C)OCCCC[C@H](C)O3)cc1	·	·	·	-6%	1	-5%	·	0%	·

# Additional entries.
mol	D1 antagonist	RXFP1 agonist	D1 ag	Vif-APOBEC3G blk	RXFP1 antag	GRP78 ERSR act	D2 potentiator	Vif-A3F inh	D1 potentiator
Cc1ccc(NC(=O)COC(=O)c2ccc(CN3CCCC3=O)cc2)cc1C	31	-0.2%	6	1%	-10	-2%	-5	-13%	-4
COC(=O)Cc1[nH]nc2c1C(c1cc(OC)c(OC)c(OC)c1)C(C#N)=C(N)O2 (centres undefined)	0	0.2%	3	-8%	10	-8%	4	-8%	1
CCN(CC)S(=O)(=O)c1nnc(NC(=O)c2ccc(Br)cc2)s1	-1	-1.9%	2	5%	-24	-2%	10	4%	-1
CCc1ccc(NC(=O)C(C)OC(=O)c2ccc(-n3cnnn3)cc2)cc1 (centres undefined)	-6	0.6%	5	1%	10	-1%	·	2%	4
COc1ccc(/C=C/c2cc(C(F)(F)F)on2)cc1	-5	-1.0%	2	0%	4	9%	14	-1%	6
Cc1ccc(NC(=O)CN2C(=O)COc3ccc(S(=O)(=O)N4CCOCC4)cc32)cc1F	6	2.3%	1	1%	20	-4%	-9	-8%	-2
